Source: PubChem (The Scripps Research Institute Molecular Screening Center)
V1aR counter – activates human V1a receptor in oxytocin agonist counter-screen. P37288. AID 2797. activation, % at 3 µM. CHO-V1R cells, Fluo-8 calcium fluorescence, agonist mode; 0% DMSO, 100% 3 nM vasopressin. 320,000 tested, 0.25% active;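 active means activation above the mean activation of all tested compounds plus 3 SD, per screening run, cut at about 20% in these data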;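 further: signal is peak over basal fluorescence ratio across a 100 second FLIPR read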
CHO-K1 Ca PAM – counter-screen for M1 PAMs: effect in parental CHO-K1 cells | ATP EC20, Fluo-8 calcium fluorescence; 0% at ATP EC20, 100% at ATP max | activation, % at 3 µM | 360,000 tested, 0.02% active;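 active means activation above the run cutoff, the mean activation of all test compounds plus 3 SD, cut at about 40% in these data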;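 further: peak over basal fluorescence ratio in a 140 s read after ATP addition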
CHO parental Ca – signal in parental CHO cells, OX1R antagonist counter-screen. parental CHO-K1, ATP-induced calcium, Fluo-8 fluorescence. inhibition, % at 5.6 µM. 330,000 tested, 0.63% active;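 active means inhibition above that plate's mean sample inhibition plus 3 SD, cut at about 26% in these data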;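 further: 0% = ATP-challenged DMSO wells and 100% = DMSO wells without ATP; some compounds past the cut are filed as inactive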
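Material: Parental CHO cells | Reagent: ATP | Compound dosing: Single nominal dose of 5.6 µM per compound | Detection: Intracellular calcium via Fluo-8 no-wash fluorescent dye | Read-out: % inhibition of ATP-induced calcium mobilization | Benchmarks: Low control ATP plus DMSO, high control DMSO only | Replicates: Singlicate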
OXTR agonist – agonists of human oxytocin receptor. AID 2435. P30559. activation, % at 3 µM. CHO-OTR cells, Fluo-8 calcium fluorescence; normalized: DMSO 0%, oxytocin 100%. 320,000 tested, 0.32% active;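 active means activation above the mean of all tested compounds plus 3 SD, cutoff set per screening run, cut at about 20% in these data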;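 further: peak over basal fluorescence ratio from a 100 s FLIPR kinetic read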
Target sequence (P30559 whole entry, looked up): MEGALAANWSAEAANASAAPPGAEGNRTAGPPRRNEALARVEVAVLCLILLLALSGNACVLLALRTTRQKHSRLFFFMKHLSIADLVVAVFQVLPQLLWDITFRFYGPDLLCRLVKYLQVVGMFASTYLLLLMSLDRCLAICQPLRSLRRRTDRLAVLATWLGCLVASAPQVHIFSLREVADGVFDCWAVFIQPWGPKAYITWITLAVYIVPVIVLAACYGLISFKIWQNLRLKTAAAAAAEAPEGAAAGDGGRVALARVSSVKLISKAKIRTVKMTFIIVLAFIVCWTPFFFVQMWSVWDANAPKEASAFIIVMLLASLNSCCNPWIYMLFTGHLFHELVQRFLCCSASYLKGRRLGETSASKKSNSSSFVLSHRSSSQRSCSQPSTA
GPR7 antagonist – antagonists of human GPR7 (neuropeptides B/W receptor 1); 290,000 tested, 1.1% active; inhibition, % at 4.4 µM; AID 1861; GPR7-expressing cells, fluorescence antagonist assay; in the data active means inhibition above about 16%, passing the limit was not always enough;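 further: cells stimulated with the agonist NPW; 0% = agonist with vehicle and 100% = vehicle without agonist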
Target sequence (P48145 whole entry, looked up): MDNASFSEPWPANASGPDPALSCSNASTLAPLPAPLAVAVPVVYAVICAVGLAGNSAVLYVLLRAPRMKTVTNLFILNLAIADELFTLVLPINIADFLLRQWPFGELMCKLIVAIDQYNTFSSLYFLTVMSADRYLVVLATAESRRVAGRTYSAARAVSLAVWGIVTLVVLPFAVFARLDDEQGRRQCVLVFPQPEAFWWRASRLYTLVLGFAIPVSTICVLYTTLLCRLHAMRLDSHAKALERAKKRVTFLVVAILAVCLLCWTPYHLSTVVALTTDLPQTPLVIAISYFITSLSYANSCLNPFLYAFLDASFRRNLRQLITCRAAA
TAAR1 antag – human TAAR1 antagonism | Q96RJ0 | CHO RD-HGA16 TAAR1, Fluo-8 calcium fluorescence, antagonist | inhibition, % at 3 µM | 360,000 tested, 1.5% active | AID 624466;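 active means inhibition above a per-plate cutoff, the mean inhibition of test compounds on that plate plus 3 SD, cut at about 49% in these data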;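 further: 0% = DMSO plus EC80 beta-PEA response and 100% = DMSO alone without agonist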
Target sequence (Q96RJ0 whole entry, looked up): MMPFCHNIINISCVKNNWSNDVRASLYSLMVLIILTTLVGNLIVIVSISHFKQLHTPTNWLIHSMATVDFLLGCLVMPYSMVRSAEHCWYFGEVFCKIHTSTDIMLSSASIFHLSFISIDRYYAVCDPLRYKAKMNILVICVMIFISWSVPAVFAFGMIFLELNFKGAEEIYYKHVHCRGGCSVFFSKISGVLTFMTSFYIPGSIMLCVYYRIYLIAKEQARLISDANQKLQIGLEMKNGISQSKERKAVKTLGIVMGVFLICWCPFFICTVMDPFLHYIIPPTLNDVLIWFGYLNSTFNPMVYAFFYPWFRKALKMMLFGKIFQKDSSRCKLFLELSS
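Test system: hTAAR1-expressing CHO RD-HGA16 cells, Gα16-coupled; Probe or stimulus: EC80 β-phenethylamine stimulus; Compound dosing: single nominal final test compound concentration of 3 µM; Timing: 140 s kinetic read after compound, 140 s after agonist; Signal: Fluo-8 calcium-sensitive fluorescence; Measure: % inhibition of agonist calcium response; Controls: DMSO and EC80 PEA controls.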
CHO-K1 Ca antag – M1 antagonist counterscreen hit in parental CHO-K1 cells; ATP-induced calcium, Fluo-8 fluorescence; inhibition, % at 3 µM; 360,000 tested, 0.6% active;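 active means inhibition above a per-plate cutoff, the plate's mean sample inhibition plus 3 SD, cut at about 24% in these data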;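 further: 0% = DMSO plus EC80 ATP and 100% = DMSO alone without ATP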
OXTR potentiate – potentiators of human oxytocin receptor. P30559. CHO-OTR cells, Fluo-8 calcium fluorescence, potentiator mode; 0% = oxytocin EC15, 100% = EC100. 320,000 tested, 0.061% active. AID 2445. activation, % at 3 µM;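 active means activation above that plate's cutoff, the mean activation of tested compounds plus 3 SD, cut at about 6.6% in these data, passing the limit was not always enough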;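 further: 100% uses oxytocin at 75 nM as the full agonist control; some results filed as inactive read as strong as hits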
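Replication – single well per compound, singlicate · Assay system – CHO cell line stably expressing human OTR · Timing – 6 min pre-incubation, 100 s read · Measure – normalized max/min fluorescence ratio, % activation · Doses – 3.0 µM, one dose · Detection – Fluo-8 calcium dye fluorescence · Probe or stimulus – oxytocin near EC15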
M1 ag parental – nonselective activator or artifact in parental CHO-K1 cells; Fluo-8 calcium fluorescence; scaled to maximal ATP response, vehicle zero; activation, % at 3 µM; 360,000 tested, 0.48% active; in the data active means activation above about 15%;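 further: untransfected CHO-K1 host cells lacking M1 receptor as counterscreen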
* hit, by the source's call; . = not tested or not shown. Outcome played no part in choosing rows. About 3.5% of those tested had a hit in this group.

SMILES	V1aR counter	CHO-K1 Ca PAM	CHO parental Ca	OXTR agonist	GPR7 antagonist	TAAR1 antag	CHO-K1 Ca antag	OXTR potentiate	M1 ag parental
COCCn1c(=NC(=O)c2cc(-c3cccs3)nc3ccccc23)sc2cc(S(N)(=O)=O)ccc21	-0.2	5	17	0.2	0	31	-1	-9	2.1
CCC(=O)c1ccc(OCC(=O)Nc2cccc(S(=O)(=O)N3CCCCCC3)c2)cc1	.	-15	.	.	.	45	36*	.	18*
O=C(Nc1c(C(=O)N2CCN(c3ccccn3)CC2)oc2ccccc12)c1cccc([N+](=O)[O-])c1	-0.7	-8	-22	-0.6	-4	0	-6	-7	0.7
O=C(CSc1nc(O)cc(=O)[nH]1)Nc1ccc2c(c1)CCC2	-0.9	11	-6	0.5	-4	5	-8	6	0.0
CNC(=O)COC(=O)c1ccccc1C(=O)c1ccc(Cl)c([N+](=O)[O-])c1	.	14	.	.	-9	-9	-15	.	1.1
CCOC(=O)c1[nH]c2ccc(F)cc2c1NC(=O)CCN1CCSCC1	-0.4	-6	-9	0.0	-14	3	-8	-10	0.8
Cc1ccc2cc(CN(CCN3CCOCC3)Cc3nnnn3Cc3ccco3)c(=O)[nH]c2c1C	.	8	.	.	-13	-10	-3	.	-0.1
COc1ccc(-c2csc(NC3=NCCCCC3)n2)cc1	-1.6	19	-15	-2.3	-5	6	-6	-5	0.4
COc1ccc(OC)c(NC(=O)Nc2nnc(COCCO)s2)c1	.	9	.	.	.	10	-14	.	0.2
CCn1cc(C(=O)N2CCN(C3CCCCC3)CC2)c2cc(OC)c(OC)cc2c1=O	-0.5	-4	-14	1.6	-8	17	6	4	-0.1
c1coc(-c2nn3c(-c4ccco4)nnc3s2)c1	-1.1	15	-15	-0.8	-7	-8	6	-2	1.1
CCCC(=O)Nc1sc2c(c1C#N)CC(C)(C)NC2(C)C	0.2	11	-7	2.3	-17	17	-3	3	0.4
C=CCNC(=O)CN1CCN(C(c2ccccc2)c2ccccc2)CC1	-0.2	-6	-21	-0.6	-13	-19	11	0	0.1
Fc1cccc(-c2cc3nc4c(c(N5CCOCC5)n3n2)CCCC4)c1	-0.7	-3	-36	-1.7	-11	49*	-15	-7	0.4
COc1ccc(Cl)cc1NC(=O)CN1C(=O)NC2(CCCC2)C1=O	0.3	-9	-17	0.7	-20	-7	1	-3	0.1
COC(=O)c1cc(C(=O)OC)cc(-n2c(C)cc(C=O)c2C)c1	-1.3	16	-17	-0.4	-2	-23	-13	-5	1.0
COC(=O)c1cccc(-n2nnnc2SCC(=O)Nc2cc(C)on2)c1	-0.8	2	-14	-1.9	6	-4	8	-7	0.3
COc1cccc(/C=N/NC(=O)c2cc3c(OC)cccc3[nH]2)c1O	1.1	1	-2	0.7	-6	16	16	-1	14
Cc1cc(C)c2nc(-c3ccncc3)cc(C(=O)N3CCN(Cc4ccccc4Cl)CC3)c2c1	-0.1	0	-27	-0.4	-16	27	10	-13	1.7
O=C(OCC(=O)N1CCN(C(=O)c2ccco2)CC1)c1sc2ccccc2c1Cl	2.8	17	-10	1.6	-21	-16	-9	-4	2.6
C=C(C)Cn1c(CCNC(=O)c2ccco2)nc2ccccc21	0.2	4	-7	1.2	-6	10	13	-4	0.4
CCOc1ccc(C(=O)N[C@H](C(=O)N2CCN(c3ncccn3)CC2)C(C)C)cc1	.	13	.	.	.	-8	-6	.	0.4
Cc1ccc(S(=O)(=O)NCc2nc(-c3ccccc3)no2)cc1	0.2	16	-12	-0.9	-21	-3	-12	-2	0.9
CCOC(=O)c1cc2c(=O)c3ccccc3oc2nc1C	0.6	5	4	-0.2	-1	-8	-11	-2	0.8
CCC(=O)c1cn(CC(=O)Nc2ccc(C)cc2C)c2ccccc12	2.5	10	-15	2.0	-11	2	-5	3	2.6
More results.
SMILES	V1aR counter	CHO-K1 Ca PAM	CHO parental Ca	OXTR agonist	GPR7 antagonist	TAAR1 antag	CHO-K1 Ca antag	OXTR potentiate	M1 ag parental
CCC(C)NC(=O)CSc1nc2ccccc2c(=O)n1CCCC(=O)NCC1CCCO1 (stereo unspecified)	0.6	10	2	1.4	-5	6	4	5	0.1
CC(=NNC(=S)N1CCCC1)c1ccccn1	.	18	.	.	.	12	-6	.	1.1
COc1ccc(OC)c(NS(=O)(=O)c2ccc(Br)s2)c1	-0.3	.	38*	-1.9	-1	.	.	-9	.
Cc1ccc2nsnc2c1S(=O)(=O)N(Cc1ccco1)Cc1cc2ccc(C)c(C)c2[nH]c1=O	.	19	.	.	4	33	-7	.	1.2
CC1CCCN(S(=O)(=O)c2ccc3c(c2)C(C)(C)C(=O)N3C)C1 (stereo unspecified)	0.2	14	-2	-0.3	0	.	-4	-14	0.6
CCOC(=O)c1ccc(NC(=O)c2nc[nH]c2C(=O)NCCNC(=O)c2[nH]cnc2C(=O)Nc2ccc(C(=O)OCC)cc2)cc1	0.5	5	-13	0.4	.	39	-11	-3	1.1
OC(CNCCc1ccc(C(F)(F)F)cc1)COc1cccc2ccccc12 (stereo unspecified)	2.8	22	25	6.2	-3	22	-2	-14	3.0
Cc1[nH]c(=O)[nH]c(=O)c1S(=O)(=O)Nc1ccc(F)c(Cl)c1	.	10	.	.	-11	-1	-4	.	0.9
Cn1c2ccccc2c2c(=O)oc3ccccc3c21	.	4	-6	.	.	-22	-6	.	1.8
O=C(c1cc(-c2ccncc2)nc2ccccc12)N1CCOCC1	.	-18	.	.	.	11	9	.	0.2
CCOc1c(Br)ccc2c1sc1nc[nH]c(=O)c12	1.4	6	0	1.6	-11	-2	2	-10	0.3
O=C(O)c1cnn(-c2ccccc2)c1-c1ccncc1	1.2	12	-7	0.8	-2	-9	12	-12	-0.1
CC(C)Cn1c(N)c(C(=O)COC(=O)c2ccc(Cl)cc2)c(=O)n(C)c1=O	6.4	13	-15	6.4	5	-40	-7	-12	10
COCCn1c(SCC(=O)Nc2cc(OC)ccc2OC)nc2c(c1=O)SC(C)C2 (stereo unspecified)	-1.1	22	-13	-1.9	-7	0	3	0	0.3
S=c1[nH]nc(-c2ccccn2)n1/N=C/c1ccc(Cl)c(Cl)c1	0.0	14	-3	0.1	-8	-4	0	-8	4.0
O=C(CSc1ccc([N+](=O)[O-])cc1)c1ccccc1	.	9	.	.	.	8	-13	.	-0.1
O=C(N/N=C/c1ccc(O)c(O)c1)C1CC1	0.3	4	1	-1.1	.	-7	-5	-3	-0.1
COc1ccc2c(c1)sc(=N)n2CC(=O)Nc1cc(C)cc(C)c1	3.3	14	-30	4.8	7	1	-2	-2	-0.4
O=C(c1ccc(CS(=O)c2cccc(Cl)c2)o1)N1CCN(c2ccccn2)CC1 (stereo unspecified)	5.6	7	-20	4.4	3	1	-14	-11	4.9
Cc1cccc(C)c1N1C(=O)C(Cl)=C(N2CCCC2)C1=O	-1.4	13	-13	-1.5	3	-4	0	-9	1.4
Cc1ccc(/C=C/C(=O)O)cc1S(=O)(=O)N1CCCCC1	1.6	-9	-4	0.5	-4	-7	-2	-4	1.3
CC(=O)c1cccc(-c2cnc3c(NC=O)cc(-c4cccc(C(=O)N(C)C)c4)cn23)c1	.	16	.	.	.	-5	-15	.	3.0
COc1ccc(S(=O)(=O)N2CCN(Cc3ccccc3)CC2)cc1	-0.5	-2	-11	-1.9	18	19	4	-4	0.6
Cc1cc(OC(C)C(=O)NCCCn2ccnc2)c2c(C)cc(=O)oc2c1 (stereo unspecified)	-0.7	9	-6	0.4	-2	-6	-21	-6	1.7
O=C(CSc1ncn[nH]1)NCCC(c1ccccc1)c1ccccc1	-0.1	16	-6	0.0	-8	26	-13	-12	0.4

Only CHO-K1 Ca antag and OXTR potentiate (2 entries from above):
mol	CHO-K1 Ca antag	OXTR potentiate
COc1ccc2c(c1)sc(=N)n2CC(=O)Nc1cc(C)cc(C)c1	-2	-2
O=C(c1ccc(CS(=O)c2cccc(Cl)c2)o1)N1CCN(c2ccccn2)CC1 (stereo unspecified)	-14	-11

Next part.
SMILES	V1aR counter	CHO-K1 Ca PAM	CHO parental Ca	OXTR agonist	GPR7 antagonist	TAAR1 antag	CHO-K1 Ca antag	OXTR potentiate	M1 ag parental
COc1ccccc1C(=O)NCCC(=O)Nc1ccncc1	0.6	-25	24	-0.6	.	-1	12	-12	0.8
NC(=S)N/N=C/c1ccc([N+](=O)[O-])cc1	-0.1	10	3	-0.2	-12	7	-14	-9	0.1
COCCCNC(=S)N1CCN(c2nc(-c3ccccc3)cs2)CC1	9.5	9	-1	6.6	1	37	-9	-19	6.2
CC(=O)c1cccc(NC(=O)[C@@H](NC(N)=O)C(C)C)c1	-0.1	6	-2	1.2	-6	3	-3	1	-0.1
Cn1ccnc1Sc1nnnn1-c1ccccc1	0.1	10	-7	1.5	-8	6	7	-7	0.6
CCc1ccc(N2CC(C(=O)OCC(=O)NC3CCS(=O)(=O)C3)CC2=O)cc1 (stereo unspecified)	-0.4	-8	-7	-0.9	-7	5	17	-8	-0.3
CC(Cc1ccccn1)NC(=O)c1ccc(OC2CCN(Cc3ccccn3)CC2)cc1 (stereo unspecified)	0.8	-17	-11	1.1	4	-8	-1	-5	0.3
CC(OC(=O)c1cc2sccc2n1C)C(=O)NCCc1ccccc1 (stereo unspecified)	-1.6	2	-12	-2.9	-21	-10	3	-6	0.1
COCC(=O)Nc1sc2c(c1C(=O)OC)C(C(=O)OC)CC2 (stereo unspecified)	0.8	17	-9	0.0	-6	-3	-8	1	0.1
Cc1ccc(C)c(NS(=O)(=O)c2ccc(OCC(=O)NCc3cccnc3)cc2)c1	0.8	16	-17	0.8	-3	-6	-7	-2	0.6
O=C(CCc1nc2sc3c(c2c(=O)[nH]1)CCCC3)NCC(=O)Nc1ccccc1Br	0.4	17	-23	-0.1	.	-19	-11	-3	2.3
O=C1CCCN1CCC(=O)N1CCCC(Nc2ccc(F)c(F)c2)C1 (stereo unspecified)	-0.7	-1	-14	-0.4	-4	8	-4	-7	0.9
Cc1ccc(NC(=S)N(CCN2CCCCC2)Cc2ccco2)cc1C	1.1	10	-12	-1.3	0	-23	-9	0	0.2
CCOC(=O)c1[nH]ncc1CN1CCc2ccc(NC(=O)C3CCCO3)cc2C1 (stereo unspecified)	0.2	0	-1	-0.3	-11	9	-5	1	1.0
Fc1ccc(NC(=S)N/N=C/c2cccc(Br)c2)c(F)c1	-0.5	27	8	-2.4	-19	6	-12	-4	1.0
Cc1cc2c(c(N3CCOCC3)n1)C(=O)OC2	-0.3	6	10	0.0	-2	6	3	-8	-0.1
O=C1OCCC1Sc1nnc(-c2ccc(Cl)cc2Cl)o1 (stereo unspecified)	-2.5	4	-20	-1.5	-6	-5	-20	-1	4.5
CSc1nc2nc(-c3cccs3)cc(C(F)(F)F)c2c(=O)[nH]1	-0.1	8	0	-0.5	-12	-2	5	-9	7.8
O=C(COC(=O)c1ccc(O)cc1O)Nc1nnc(-c2ccccc2)o1	-0.5	-13	-9	-0.5	.	-28	-4	-7	-0.3
